BoNT A protease: BoNT A light chain protease inhibition. hit rate 0.17% among 360,000. multiplex microsphere protease substrate cleavage, flow cytometry. inhibition, % at 10 µM; further: plate controls were buffer without enzyme for full effect and enzyme alone for no effect
BH1578 lux ind: inducers of Vibrio cholerae quorum light production without autoinducers; V. cholerae BH1578 lux reporter, luminescence, 6 h; activation, % at 18.7 µM; hit rate 0.16% among 350,000; AID 588436; in the data active means activation mostly above about 9.7%, no sharp cut-off; inconclusive means no clear call, values can overlap the other calls; inactive means mostly below about 3.7%; further: not every result past the cut was called active; inactives centre near 0; reference of the scale not given here
SARS 3CLpro inh: SARS-CoV 3CLpro protease inhibition. P0C6X7. recombinant SARS-CoV 3CLpro, quenched FRET peptide cleavage. inhibition, % at 6 µM. hit rate 0.14% among 290,000. AID 1706; in the data active means inhibition above about 12%
TcdB GH inh: blocks C. difficile toxin B glycohydrolase activity. P18177. TcdB glycohydrolase enzymatic assay, plate reader. inhibition, % at 9.99 µM. hit rate 0.24% among 350,000; in the data active means inhibition above about 10%
PfHsp40 yeast: restores yeast growth despite PfHsp40 toxicity; hit rate 0.68% among 340,000; AID 504582; growth rescue, % at 12.5 µM; S. cerevisiae expressing PfHsp40, growth rescue, ATP luminescence; in the data active means growth rescue above about 28%, passing the limit was not always enough; inconclusive means no clear call, values can overlap the other calls;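 further: yeast W303a lacking pdr1 and pdr3 grown in galactose medium; growth measured after three days at 30 °C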
CCHF vOTU inh: blocks the CCHF virus ovarian tumor domain protease | AID 651958 | CCHFV vOTU protease, Pep-AMC fluorescence | hit rate 0.55% among 370,000 | inhibition, % at 11.5 µM; in the data active means inhibition above about 30%; further: 0% = vehicle wells with enzyme and 100% = no enzyme wells
Anthrax LF prot: blocks Bacillus anthracis lethal factor protease. P15917. multiplex microsphere protease cleavage assay, LF. inhibition, % at 10 µM. hit rate 0.12% among 360,000; further: plate controls were buffer without enzyme for full effect and enzyme alone for no effect
Target sequence (P15917 whole entry, looked up): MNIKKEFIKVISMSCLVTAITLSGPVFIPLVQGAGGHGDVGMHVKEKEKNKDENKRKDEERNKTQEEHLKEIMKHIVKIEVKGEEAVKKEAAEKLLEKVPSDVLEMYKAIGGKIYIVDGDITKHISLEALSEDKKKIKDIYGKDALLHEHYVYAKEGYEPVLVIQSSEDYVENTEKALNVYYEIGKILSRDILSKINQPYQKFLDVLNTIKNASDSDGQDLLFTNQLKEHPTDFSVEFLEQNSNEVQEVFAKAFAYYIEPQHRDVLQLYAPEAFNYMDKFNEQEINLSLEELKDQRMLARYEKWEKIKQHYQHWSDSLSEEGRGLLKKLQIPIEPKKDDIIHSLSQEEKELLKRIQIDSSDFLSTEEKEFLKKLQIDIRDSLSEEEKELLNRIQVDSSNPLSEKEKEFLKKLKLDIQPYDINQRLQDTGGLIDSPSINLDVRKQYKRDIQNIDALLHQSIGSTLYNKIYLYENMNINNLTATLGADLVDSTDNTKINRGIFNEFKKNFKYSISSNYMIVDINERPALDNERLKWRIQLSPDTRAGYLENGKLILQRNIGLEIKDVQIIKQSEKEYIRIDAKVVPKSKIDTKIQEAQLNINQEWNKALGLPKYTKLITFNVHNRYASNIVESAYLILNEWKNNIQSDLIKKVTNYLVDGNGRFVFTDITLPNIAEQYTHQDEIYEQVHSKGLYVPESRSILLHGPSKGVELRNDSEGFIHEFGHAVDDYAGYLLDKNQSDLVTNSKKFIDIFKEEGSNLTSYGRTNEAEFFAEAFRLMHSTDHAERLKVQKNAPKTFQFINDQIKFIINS
VHR inh abs: DUSP3 (human) phosphatase inhibition; P51452; recombinant VHR phosphatase, pNPP absorbance; inhibition, % at 13.3 µM; hit rate 0.52% among 290,000; in the data active means inhibition above about 50%; further: some compounds called inactive have numbers as strong as hits
Target sequence (P51452 whole entry, looked up): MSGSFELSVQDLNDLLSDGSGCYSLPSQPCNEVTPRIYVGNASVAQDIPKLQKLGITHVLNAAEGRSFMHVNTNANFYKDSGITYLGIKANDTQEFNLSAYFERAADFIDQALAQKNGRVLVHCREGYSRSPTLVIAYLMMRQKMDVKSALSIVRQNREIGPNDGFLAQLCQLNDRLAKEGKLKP
SSB-PriA inh: inhibitors of Klebsiella pneumoniae PriA binding to SSB C-terminal tail | AlphaScreen SSBct-PriA binding, biotinylated peptide | inhibition, % at 33 µM | hit rate 0.6% among 430,000; in the data active means inhibition mostly above about 37%, no sharp cut-off; inactive means mostly below about 20%;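 further: plate controls were negative control peptide for no effect and reference peptide for full effect; strong numbers were not always called active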
Yp Topo-I inh: Y. pestis Topo-I inhibition via cleavage products; Y. pestis Topo-I cleavage product accumulation, plate reader; hit rate 0.064% among 360,000; activity, % at 10 µM; in the data active means activity above about 50%, passing the limit was not always enough; inconclusive means no clear call, values can overlap the other calls; further: inactives centre near 2
Active calls of the source: *. Unless noted, no stated cut-off is given here; in the data, active means inhibition above about 30%; inconclusive means no clear call, values can overlap the other calls; inactive means below that.

Results for COC(=O)CCC(=O)N(CCN(Cc1ccccc1)C(=O)CCC(=O)OC)Cc1ccccc1 ?
BoNT A protease: 0.6; BH1578 lux ind: -0.4; TcdB GH inh: 2.0; PfHsp40 yeast: 0.4; CCHF vOTU inh: -5; Anthrax LF prot: -10; SSB-PriA inh: -5; Yp Topo-I inh: 10

Results for COc1ccc(-c2noc(C3CCCN(C(=O)c4ccccc4OC)C3)n2)cc1OC (stereo unspecified) ?
BoNT A protease: inconclusive; BH1578 lux ind: -0.6; SARS 3CLpro inh: 2; TcdB GH inh: 1.5; PfHsp40 yeast: -0.6; Anthrax LF prot: -1; VHR inh abs: 10; SSB-PriA inh: 2; Yp Topo-I inh: 25

What do the screens show for `O=C(Nc1ccc(S(=O)(=O)N2CCCC2)cc1)c1c(F)cccc1F`?
BoNT A protease: -2.4; BH1578 lux ind: -0.1; SARS 3CLpro inh: 1; TcdB GH inh: 1.5; PfHsp40 yeast: 0.4; CCHF vOTU inh: -3; Anthrax LF prot: 8; VHR inh abs: 6; SSB-PriA inh: -1; Yp Topo-I inh: 1

How did CCN(CCNC(=O)Cn1cc2c(n1)CCCC2)c1ccccc1 do in these assays?
BoNT A protease: -0.9; BH1578 lux ind: -0.4; SARS 3CLpro inh: 8; TcdB GH inh: 1.0; PfHsp40 yeast: -0.5; CCHF vOTU inh: 8; Anthrax LF prot: -5; VHR inh abs: 19; SSB-PriA inh: 4; Yp Topo-I inh: 17

Results for C=CCn1c(SCc2ccc(C(=O)NCCO)cc2)nc2sc(C)c(C)c2c1=O ?
BoNT A protease: -0.4; BH1578 lux ind: -0.3; SARS 3CLpro inh: -2; TcdB GH inh: 1.0; PfHsp40 yeast: 0.3; CCHF vOTU inh: 2; Anthrax LF prot: -4; VHR inh abs: 29; SSB-PriA inh: 3; Yp Topo-I inh: 17

Results for COc1ccc(C2CC3(CC(C)(C)NC(SC)=N3)Oc3cc(O)cc(C)c32)cc1 (stereo unspecified) ?
BoNT A protease: -0.1; BH1578 lux ind: -0.4; SARS 3CLpro inh: 5; TcdB GH inh: 3.1; PfHsp40 yeast: 0.2; CCHF vOTU inh: 1; Anthrax LF prot: 0; VHR inh abs: 13; SSB-PriA inh: 8; Yp Topo-I inh: -2

How did Cc1cc(C)c(C#N)c(N2CCN(S(=O)(=O)Cc3ccccc3)CC2)n1 do in these assays?
BoNT A protease: 0.3; BH1578 lux ind: -0.7; SARS 3CLpro inh: 4; TcdB GH inh: -0.2; PfHsp40 yeast: -0.2; CCHF vOTU inh: -9; Anthrax LF prot: 0; VHR inh abs: 28; SSB-PriA inh: -5; Yp Topo-I inh: 21

How did COc1cccc(CC(=O)NCC2(N3CCCCC3)CCCCC2)c1 do in these assays?
BoNT A protease: -2.1; BH1578 lux ind: -0.2; SARS 3CLpro inh: 1; TcdB GH inh: 0.2; PfHsp40 yeast: -1.0; CCHF vOTU inh: -12; Anthrax LF prot: -4; VHR inh abs: 12; SSB-PriA inh: 0; Yp Topo-I inh: 5

What do the screens show for `CCN1C(=O)CC(N2CCC(Cc3ccccc3)CC2)C1=O` (stereo unspecified)?
BoNT A protease: inconclusive; BH1578 lux ind: -0.4; SARS 3CLpro inh: -6; PfHsp40 yeast: 0.0; CCHF vOTU inh: -8; Anthrax LF prot: inconclusive; SSB-PriA inh: 0; Yp Topo-I inh: 6

What do the screens show for `COc1ccc(OC)c(-c2nnc3n2N=C(c2ccc(OC)c(OC4CCCC4)c2)CS3)c1`?
BoNT A protease: -0.9; BH1578 lux ind: -0.4; TcdB GH inh: -5.3; PfHsp40 yeast: 2.1; CCHF vOTU inh: 32*; Anthrax LF prot: 4; SSB-PriA inh: 26; Yp Topo-I inh: -2

How did CCOC(=O)C1=NNC(C(=O)c2ccc(C)cc2)C1c1ccc(OC)cc1 (stereo unspecified) do in these assays?
BoNT A protease: 2.5; BH1578 lux ind: inactive; SARS 3CLpro inh: 0; PfHsp40 yeast: -1.5; CCHF vOTU inh: 6; Anthrax LF prot: 5; VHR inh abs: 10; SSB-PriA inh: 2; Yp Topo-I inh: 22

How did CCC(C)N1Cc2ccccc2C1=N (stereo unspecified) do in these assays?
BoNT A protease: -0.6; BH1578 lux ind: -5.9; SARS 3CLpro inh: -9; TcdB GH inh: 0.7; PfHsp40 yeast: -0.3; CCHF vOTU inh: 7; Anthrax LF prot: -2; VHR inh abs: 28; SSB-PriA inh: -12; Yp Topo-I inh: 0

2 entries drawn at random from those above:
Results for COc1ccc(C2CC3(CC(C)(C)NC(SC)=N3)Oc3cc(O)cc(C)c32)cc1 (stereo unspecified) ?
BoNT A protease: -0.1; BH1578 lux ind: -0.4; SARS 3CLpro inh: 5; TcdB GH inh: 3.1; PfHsp40 yeast: 0.2; CCHF vOTU inh: 1; Anthrax LF prot: 0; VHR inh abs: 13; SSB-PriA inh: 8; Yp Topo-I inh: -2

How did CCC(C)N1Cc2ccccc2C1=N (stereo unspecified) do in these assays?
BoNT A protease: -0.6; BH1578 lux ind: -5.9; SARS 3CLpro inh: -9; TcdB GH inh: 0.7; PfHsp40 yeast: -0.3; CCHF vOTU inh: 7; Anthrax LF prot: -2; VHR inh abs: 28; SSB-PriA inh: -12; Yp Topo-I inh: 0

Next results follow.
How did Cc1cc(C(=O)COC(=O)c2ccccc2O)c(C)n1CC1CCCO1 (stereo unspecified) do in these assays?
BoNT A protease: -0.3; BH1578 lux ind: -2.5; TcdB GH inh: 2.8; PfHsp40 yeast: -0.6; CCHF vOTU inh: -3; Anthrax LF prot: -1; SSB-PriA inh: 6; Yp Topo-I inh: 23

What do the screens show for `O=C(Nc1ccc(Cl)cc1)N(Cc1nnc2n1CCCCC2)c1ccccc1`?
BoNT A protease: 1.3; BH1578 lux ind: -7.1; SARS 3CLpro inh: 0; TcdB GH inh: 0.8; PfHsp40 yeast: -2.0; CCHF vOTU inh: -15; Anthrax LF prot: 2; VHR inh abs: 3; SSB-PriA inh: -15; Yp Topo-I inh: 5

How did COc1cccc(Cn2cnc3c(sc4nc(C)cc(C)c43)c2=O)c1 do in these assays?
BoNT A protease: 1.1; BH1578 lux ind: inactive; SARS 3CLpro inh: -3; TcdB GH inh: -0.1; PfHsp40 yeast: -2.5; CCHF vOTU inh: 4; Anthrax LF prot: 6; VHR inh abs: 30; SSB-PriA inh: -27; Yp Topo-I inh: 9

Results for CC(C)Oc1ccc(C(=O)Nc2ccc(C(F)(F)F)n(C)c2=O)cc1 ?
BoNT A protease: 0.4; BH1578 lux ind: inactive; SARS 3CLpro inh: 5; TcdB GH inh: 0.3; PfHsp40 yeast: -0.7; CCHF vOTU inh: 18; Anthrax LF prot: 0; VHR inh abs: 0; SSB-PriA inh: -7; Yp Topo-I inh: -3

What do the screens show for `CC(=O)Nc1ccc(-c2cc(C(=O)O)c3cc4ccccc4cc3n2)cc1`?
BoNT A protease: -0.1; BH1578 lux ind: inactive; TcdB GH inh: 1.8; CCHF vOTU inh: 5; Anthrax LF prot: -1; Yp Topo-I inh: -2

How did COc1cc(OC)cc(C(=O)N2CCN(C(=O)c3cccs3)CC2)c1 do in these assays?
BoNT A protease: -3.1; BH1578 lux ind: 1.5; SARS 3CLpro inh: -2; TcdB GH inh: 0.9; PfHsp40 yeast: -0.3; CCHF vOTU inh: -7; Anthrax LF prot: 0; VHR inh abs: 58*; SSB-PriA inh: -16; Yp Topo-I inh: 0

How did COc1ccc(C(=O)NC2CC3CCCC(C2)N3Cc2ccccc2)cc1OC (stereo unspecified) do in these assays?
BH1578 lux ind: -0.3; SARS 3CLpro inh: -4; TcdB GH inh: 1.0; PfHsp40 yeast: 0.2; CCHF vOTU inh: -6; VHR inh abs: 14; SSB-PriA inh: -11; Yp Topo-I inh: 6

Results for Cc1nn(CC(=O)NC(C)CCc2ccccc2)c(=O)c2nn(-c3ccccc3)c(C)c12 (stereo unspecified) ?
BoNT A protease: -0.9; BH1578 lux ind: inactive; SARS 3CLpro inh: 2; TcdB GH inh: -1.8; PfHsp40 yeast: -0.6; CCHF vOTU inh: -3; Anthrax LF prot: 2; VHR inh abs: 14; SSB-PriA inh: -4; Yp Topo-I inh: -9

How did Cc1ccc(S(=O)(=O)Cn2nnnc2C(C(C)C)N2CCc3ccccc3C2)cc1 (stereo unspecified) do in these assays?
BoNT A protease: -0.3; BH1578 lux ind: -1.6; SARS 3CLpro inh: -4; TcdB GH inh: 1.1; PfHsp40 yeast: 1.8; Anthrax LF prot: -10; VHR inh abs: 17; SSB-PriA inh: 15; Yp Topo-I inh: 1

What do the screens show for `O=C(CN1C(=O)NC(Cc2ccccc2)C1=O)NC(=O)NC1CCCCC1` (stereo unspecified)?
BoNT A protease: 0.0; BH1578 lux ind: -1.3; SARS 3CLpro inh: -2; PfHsp40 yeast: 0.8; CCHF vOTU inh: 0; Anthrax LF prot: 1; VHR inh abs: 7; SSB-PriA inh: -12; Yp Topo-I inh: 10

Results for O=C1NC(=O)C(CC(=O)N(Cc2cccs2)C2(C(=O)NC3CCCCC3)CCCCC2)N1 (stereo unspecified) ?
BoNT A protease: -0.5; BH1578 lux ind: -0.2; SARS 3CLpro inh: 1; PfHsp40 yeast: -0.5; CCHF vOTU inh: -9; Anthrax LF prot: 0; VHR inh abs: 13; SSB-PriA inh: -3; Yp Topo-I inh: 11

Results for CCOC(=O)C1=C(C)Nc2nc3ccccc3n2C1c1ccncc1 (stereo unspecified) ?
BoNT A protease: 0.8; SARS 3CLpro inh: 1; PfHsp40 yeast: 3.2; CCHF vOTU inh: -1; Anthrax LF prot: -10; VHR inh abs: 22; SSB-PriA inh: -6; Yp Topo-I inh: 2

What do the screens show for `COc1cccc(NC(=O)[C@@H](NC(=O)N2CCn3c2nc2ccccc23)C(C)C)c1`?
BoNT A protease: -3.1; BH1578 lux ind: inactive; SARS 3CLpro inh: -3; TcdB GH inh: -3.9; PfHsp40 yeast: 0.1; CCHF vOTU inh: 18; Anthrax LF prot: -4; VHR inh abs: -5; SSB-PriA inh: 12; Yp Topo-I inh: 16

How did O=C(O)c1cc(N/N=C/c2c[nH]c3ccccc23)ccc1Cl do in these assays?
BoNT A protease: -0.3; BH1578 lux ind: -0.1; SARS 3CLpro inh: -3; TcdB GH inh: -1.0; PfHsp40 yeast: 1.1; CCHF vOTU inh: 20; Anthrax LF prot: 4; VHR inh abs: 14; Yp Topo-I inh: -1

Results for CC(=O)Nc1ccc(C(=O)CN2C(=O)NC3(CCOc4ccccc43)C2=O)c(F)c1 (stereo unspecified) ?
BoNT A protease: -0.1; BH1578 lux ind: -1.1; TcdB GH inh: -0.7; PfHsp40 yeast: -0.9; CCHF vOTU inh: 9; Anthrax LF prot: -5; SSB-PriA inh: 7; Yp Topo-I inh: -4

What do the screens show for `COCc1nnc(NC(=O)c2ccc(S(=O)(=O)N3CCCCCC3)cc2)o1`?
BoNT A protease: 0.1; BH1578 lux ind: inactive; SARS 3CLpro inh: -3; PfHsp40 yeast: 0.2; CCHF vOTU inh: 5; Anthrax LF prot: -6; VHR inh abs: 19; SSB-PriA inh: 10; Yp Topo-I inh: -8

Results for Cn1cc(S(=O)(=O)Oc2ccccc2)c(=O)n(C)c1=O ?
BoNT A protease: -0.5; BH1578 lux ind: -1.0; SARS 3CLpro inh: -1; TcdB GH inh: -1.0; PfHsp40 yeast: -1.9; CCHF vOTU inh: 2; Anthrax LF prot: -1; VHR inh abs: 15; SSB-PriA inh: -12; Yp Topo-I inh: 5

How did O=C(/C=C/c1ccc(Cl)cc1)NC(=S)Nc1ccc(NC(=O)c2ccco2)cc1 do in these assays?
BoNT A protease: -0.1; BH1578 lux ind: -0.3; SARS 3CLpro inh: 3; PfHsp40 yeast: 1.2; CCHF vOTU inh: -19; Anthrax LF prot: 1; VHR inh abs: 33; SSB-PriA inh: 8; Yp Topo-I inh: 8

Results for Cc1ccc(Cl)cc1N1CCN(C(c2cccnc2)c2nnnn2C2CCCCC2)CC1 (stereo unspecified) ?
BoNT A protease: 0.1; BH1578 lux ind: inactive; SARS 3CLpro inh: 1; PfHsp40 yeast: 0.8; CCHF vOTU inh: -10; Anthrax LF prot: 2; VHR inh abs: 7; SSB-PriA inh: 1; Yp Topo-I inh: 34

This is a subset. The share of hits here may be higher or lower than overall.
